KCNH2 WT inh: inhibitors of human wildtype KCNH2 potassium channel | activity change, % at 1.84 µM | 340,000 compounds, 0.37% hits | U2OS, BacMam KCNH2, thallium flux FluxOr; hits give low values | Q12809;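 active means maximum activity change below -70%; inconclusive means maximum activity change between -70% and -50%; inactive means maximum activity change above -50%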; further: on the % scale 0 is the no-effect control and ±100 the full control effect
Target sequence (Q12809 whole entry, looked up): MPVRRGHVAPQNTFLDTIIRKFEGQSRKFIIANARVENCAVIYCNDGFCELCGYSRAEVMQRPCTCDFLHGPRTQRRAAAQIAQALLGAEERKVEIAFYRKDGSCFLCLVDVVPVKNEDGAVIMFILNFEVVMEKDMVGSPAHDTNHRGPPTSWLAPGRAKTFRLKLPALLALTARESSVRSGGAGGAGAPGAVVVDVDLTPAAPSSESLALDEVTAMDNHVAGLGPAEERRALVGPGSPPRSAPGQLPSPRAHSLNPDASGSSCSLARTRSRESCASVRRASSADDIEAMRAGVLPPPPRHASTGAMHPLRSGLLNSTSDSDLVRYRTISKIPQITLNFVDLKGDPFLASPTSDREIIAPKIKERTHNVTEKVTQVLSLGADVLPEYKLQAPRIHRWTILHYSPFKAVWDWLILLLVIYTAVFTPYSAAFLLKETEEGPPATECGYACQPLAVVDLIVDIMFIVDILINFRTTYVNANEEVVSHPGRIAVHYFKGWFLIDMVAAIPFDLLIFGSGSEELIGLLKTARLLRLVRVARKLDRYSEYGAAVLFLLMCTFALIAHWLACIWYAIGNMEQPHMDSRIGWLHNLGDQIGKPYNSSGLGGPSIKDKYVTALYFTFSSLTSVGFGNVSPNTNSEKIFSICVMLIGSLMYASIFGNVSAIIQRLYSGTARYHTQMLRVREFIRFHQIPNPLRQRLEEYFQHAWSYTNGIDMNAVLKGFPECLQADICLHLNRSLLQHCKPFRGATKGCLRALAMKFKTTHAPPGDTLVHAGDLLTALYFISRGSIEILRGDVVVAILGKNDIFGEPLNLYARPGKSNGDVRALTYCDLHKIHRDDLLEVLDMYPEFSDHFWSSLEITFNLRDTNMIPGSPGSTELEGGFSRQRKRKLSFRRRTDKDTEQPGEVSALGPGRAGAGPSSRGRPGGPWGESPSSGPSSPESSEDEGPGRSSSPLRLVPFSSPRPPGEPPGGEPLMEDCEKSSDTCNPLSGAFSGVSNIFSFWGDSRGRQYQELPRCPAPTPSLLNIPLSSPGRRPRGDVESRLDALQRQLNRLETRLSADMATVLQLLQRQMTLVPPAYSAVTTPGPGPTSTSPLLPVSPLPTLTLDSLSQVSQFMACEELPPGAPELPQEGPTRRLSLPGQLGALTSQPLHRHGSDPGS
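U2OS cells transduced with wild-type KCNH2 virus are loaded with FluxOr dye for 45 min, and thallium flux is measured in kinetic reads before and after stimulation buffer. Rate constants are normalized to DMSO controls.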
FBPA coupling cs: inhibits coupling enzyme system, counter-screen for aldolase hits | AID 2472 | coupling enzyme system counterscreen, AmpLite Red fluorescence | activity change, negative = inhibition, % at 58.2 µM, hits read low | 290,000 compounds, 0.67% hits; in the data active means activity change below about -30%; further: on the % scale 0 is the no-effect control and ±100 the full control effect
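Compounds tested against the coupling enzymes alone at 57.5 uM final; readout was AmpLite Red fluorescence (525/598 nm) after 20 min at RT.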
GALK inhibitor: galactokinase (human) inhibition; Purified GALK, Kinase-Glo residual ATP luminescence; Potency, µM (highest dose often 57.5 µM), inactives show at the top dose activity change, negative = inhibition, usual class: inhibitors; 270,000 compounds, 0.007% hits; AID 1868; further: potency means the concentration at half of the fitted maximal effect; on the % scale 0 is the no-effect control and ±100 the full control effect
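5 nM enzyme, 35 uM ATP, 100 uM galactose, 20 mM HEPES pH8.0, 5 mM MgCl2; 1 h RT; residual ATP by Kinase-Glo Plus luminescence, qHTS format.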
Chronic BCR inh: blocks chronic active B-cell receptor signaling; 340,000 compounds, 0.05% hits; ABC-DLBCL IkBa-CBG/CBR reporter, luminescence ratio, 4 h; Potency, µM (highest dose often 46.1 µM), without a hit: top-dose ratio change, negative = lower green/red ratio, hits mostly inhibitors; active means well fitted inhibition curve with a large enough effect in the signal ratio, with a control signal flat, not every such curve was filed as active; inconclusive means small, poorly fitted or top-dose-only effect, or effect the other way, or a change in a side signal; the % refers to the signal ratio;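 further: potency means the concentration at half of the fitted maximal effect; plate controls were basal doxycycline-induced cells for no effect and cells given 10 µM MG132 for full effect; MG132 reads +100%, hits lower the ratio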
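TMD8 human ABC-DLBCL cells with doxycycline-inducible IκBα–green luciferase fusion and unfused red luciferase, in 0.5% FBS medium; compounds up to 46 uM, 4 h at 37C. Green/red luminescence ratio, filter-overlap corrected, fitted to concentration-response curves.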
Tb PFK inh: inhibitors of T. brucei phosphofructokinase; 330,000 compounds, 0.17% hits; Potency, µM (highest dose often 57.5 µM), inactives show at the highest dose activity, negative = inhibition, hits mostly inhibitors; T. brucei PFK, ADP-Glo luminescence;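 further: potency means the concentration at half of the fitted maximal effect; 0% = uninhibited 1x PFK enzyme wells and -100% = no-enzyme wells; nearly all actives have a fitted effect of over 60% in size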
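1.25 nM PFK with 0.5 mM F6P and 0.1 mM ATP in 0.1 M TEA pH 8.0, 5 mM MgCl2, incubated 45 min at room temperature; ADP measured by ADP-Glo luminescence; compounds titrated up to 57 uM.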
TSHR antag: blocks TSH signaling through the human TSH receptor; AID 504810; 330,000 compounds, 0.2% hits; activity change, negative = inhibition, % at 11.5 µM; P16473; TSHR-expressing cells, TSH-stimulated cAMP HTRF, 2 h; hits give low values;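 active means activity change below a set negative limit, meaning inhibition stronger than a set level, cut at about -70% in these data; inconclusive means activity change between two set negative limits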; further: on the % scale 0 is the no-effect control and ±100 the full control effect
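TSHR-expressing cells were treated with compounds, then stimulated with TSH at EC80 (4nM final) for 2 hours at 37 deg C. Cellular cAMP was measured by HTRF competition between lysate cAMP and cAMP-d2 for a cryptate-labelled anti-cAMP antibody.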
Giardia kill: kills Giardia lamblia; 340,000 compounds, 0.15% hits; Giardia lamblia trophozoite viability; activity change, % at 7.66 µM, hits read low; AID 540267; in the data active means activity change below about -80%; inconclusive means between about -30% and that limit;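 further: parasites exposed to compound for two days anaerobically before the ATP read; on the % scale 0 is the no-effect control and ±100 the full control effect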
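Luminescence from cellular ATP indicates surviving trophozoites (100 cells/well) following 48 hrs anaerobic compound treatment at 37 deg C; signal develops 15-30 min at room temperature.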
AT treatment: potential ataxia-telangiectasia treatment. Potency, µM (titrated, usually from 57.5 µM), inactives show top-dose activation, most hits filed as activators. 320,000 compounds, 0.19% hits. […] A-T fibroblasts, KAP-1 phosphorylation AlphaLISA; neocarzinostatin DNA damage 30 min before lysis. AID 485349; further: potency means the concentration at half of the fitted maximal effect; % of control where 0% means no effect; nearly all actives have a fitted effect of over 45% in size
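ATM-like activity read as KAP-1 phosphorylation via AlphaLISA donor/acceptor antibody pairs after lysis and 6 hr at 25C. Cells were ATM-null patient fibroblasts ([…], hTERT), dosed 60 min, then exposed to the DSB inducer NCS for 30 min.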
TCR activator: activators of T cell receptors. primary human leukocytes, anti-CD3, IL-2 HTRF, 48 h. Potency, µM (doses to about 9.22 µM), for inactives: at the top dose activation of IL-2 secretion, actives largely listed as activators. 330,000 tested, under 10 active. AID 504894; further: % of control where 0% means no effect
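IL-2 release read by HTRF sandwich (Eu cryptate donor, d2 acceptor, 665 nm emission) after 48 hr exposure of primary human leukocytes to compound together with anti-CD3 beads in the absence of co-stimulatory signals.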
CXXC DNA block: blocks binding of human MLL CXXC domain to DNA. Q03164. MLL-CXXC / FITC-HOXA9 DNA fluorescence polarization. Potency, µM (series often up to 115 µM), inactives show top-dose activity change, negative = inhibition, hits mostly inhibitors. 290,000 compounds, 0.037% hits. AID 2662; active means well fitted inhibition curve with a large enough effect in the polarisation, with a control signal flat, not every such curve was filed as active; inconclusive means small, poorly fitted or top-dose-only effect, or effect the other way, or a change in a side signal; inactive means no such curve, though single readings can be large or run the other way; the % refers to the polarisation; further: potency means the concentration at half of the fitted maximal effect
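Steps: dispense CXXC domain solution (7 uM) → pin compounds or unlabeled HOX-A9 DNA control → 5 min ambient → add FLSN-HOX-A9 solution (50 nM) → spin → 30 min ambient → fluorescence polarization. Tris pH 7.5/NaCl/DTT/BSA buffer.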
Active calls of the source: *; u = inconclusive; x = not tested or not shown; & = joins results of further samples; [ ] = remark or other dose. Unless noted, the call rests on the fitted dose curve; in most records, active means well fitted curve in the direction sought with a large enough effect; inconclusive means small, poorly fitted or top-dose-only effect, or another doubt; inactive means no such curve, though single readings can be large; an effect the other way counts as inactive or inconclusive.

Molecule	KCNH2 WT inh	FBPA coupling cs	GALK inhibitor	Chronic BCR inh	Tb PFK inh	TSHR antag	Giardia kill	AT treatment	TCR activator	CXXC DNA block
N#Cc1ccc(OCC(=O)OCC(=O)c2ccc[nH]2)cc1	-4	x	x	0%	-2%	4	16	5%	2%	x
O=C(NCC(=O)N1CCCC(C(F)(F)F)C1)c1ccccc1F (stereo not given)	-15	x	x	u	-7%	8	11	9%	2%	x
Cc1cc(S(=O)(=O)NC2CCCCC2)ccc1OCC(=O)N1CCOCC1	4	0	-1%	19%	3%	2	0	7%	x	0%
C/C=C/C(=O)N[C@@H]1c2ccccc2CC[C@@H]1OCc1ccccc1	-1	x	x	0%	3%	13	31[activator]	6%	-4%[46.1 µM]	x
O=C(Cn1cnc2ccccc21)Nc1ccccc1-c1ccccc1	10	0	3%	-5%	-1%	3	-5	4%	x	-4%
OC(c1ccccc1)c1nc2ccccc2[nH]1 (stereo not given)	-1	0	-6%	u	1%	9	4	2%	x	-7%
Cc1cc(C)c(S(=O)(=O)Nc2ccc(Cl)cn2)c(C)c1	11	2	-2%	-3%	3%	26	4	9%	0%	-6%
O=C(Nc1cnc2ccccn2c1=O)c1ccc(F)cc1	-1	1	0%	u	-7%	-5	6	-4%	-2%	12%
CCC(=O)N1N=C(c2ccc(NS(=O)(=O)c3ccc(C)cc3)cc2)CC1c1ccco1 (stereo not given)	1	x	x	u	-1%	-6	8	9%	-1%	x
O=C(NCc1ccccc1)c1nncc(-c2ccccc2)n1	4	x	x	u	-4%	-26	0	-3%	-1%	x
CN1/C(=C\C=C2/C(=O)Oc3ccccc3C2=O)C(C)(C)c2ccccc21	u	2	1%	u	-4%	-14	0	-3%	-4%[46.1 µM]	u
C[C@@H](C(=O)NCc1ccccn1)[C@H]1C[C@]1(C)[C@H](NC(=O)OCc1ccccc1)c1ccccc1	x	1&4	x	u	-4%	7	21	7%	6%	-10%
Cc1cc(C)c(S(=O)(=O)NCCC2CCCN2C)c(C)c1 (stereo not given)	0	0	-1%	2%	3%	6	-6	0%	-23%	-10%
Cc1ccc(-c2nn(-c3ccccc3)cc2C2CC(c3cccs3)=NN2C(=O)CCC(=O)O)cc1 (stereo not given)	-3	10	-1%	-2%	-5%	-13	-9	4%	4%	-13%
COc1ccc(C/C(C)=N/NC(=O)c2cccnc2)cc1	-6	3	-3%	u	0%	11	-5	-5%	-3%[46.1 µM]	-8%
Cn1c(C(=O)NCCN2CCc3ccccc3C2)cc2c(=O)n(C)c3ccccc3c21	7	-30*	2%	-11%	6%	-2	-3	8%	-5%	6%
O=C(CCCN1C(=O)c2cccc3cccc(c23)C1=O)NCCN1CCOCC1	-2	0	8%	12%	-1%	0	-4	19%	1%	-1%
Cc1cc(C)cc(NC(=O)c2cc(C)nn2C)c1	-4	-1	x	-12%	-1%	-11	-7	1%	-3%[46.1 µM]	0%
CCN(CC)CCN(C(=O)/C=C/c1cccs1)c1nc2ccc(C)cc2s1	-148*	x	1%	-9%	-9%	6	-3	4%	13%	5%
Cc1cc(NC(=O)CS(=O)(=O)c2ccc(F)cc2)no1	-2	x	x	-14%	2%	11	-24	-19%	4%	x
COCc1nnc(NC(=O)c2ccccc2Oc2ccccc2)s1	-6	-3	8%	-5%	0%	3	-19	4%	-5%	9%
COc1ccc(C(CNC(=O)CSc2ccccc2C)N(C)C)cc1 (stereo not given)	3	-4	12%	-4%	-5%	26	-13	6%	6%	u
COCCNC(=S)N=Nc1c(O)[nH]c2c(C)cc(C)cc12	2	1	-1%	12%	5%	-4	-12	-1%	8%	4%
COc1ccc(C(=O)NCC(=O)OCC(=O)c2ccc3c(c2)NC(=O)CO3)cc1	20	4	5%	1%	1%	-8	-24	-1%	-3%	22%

As a short view, part of the list above:
Molecule	KCNH2 WT inh	FBPA coupling cs	GALK inhibitor	Chronic BCR inh	Tb PFK inh	TSHR antag	Giardia kill	AT treatment	TCR activator	CXXC DNA block
COCCNC(=S)N=Nc1c(O)[nH]c2c(C)cc(C)cc12	2	1	-1%	12%	5%	-4	-12	-1%	8%	4%
COc1ccc(C(=O)NCC(=O)OCC(=O)c2ccc3c(c2)NC(=O)CO3)cc1	20	4	5%	1%	1%	-8	-24	-1%	-3%	22%

(continued)
Molecule	KCNH2 WT inh	FBPA coupling cs	GALK inhibitor	Chronic BCR inh	Tb PFK inh	TSHR antag	Giardia kill	AT treatment	TCR activator	CXXC DNA block
COc1ccc(OCC(=O)NC(=S)Nc2ccc3c4c(cccc24)CC3)cc1	-10	1	x	3%	0%	6	-2	-9%	-7%	10%
CC1CCN(CCn2c(=S)[nH]c3cc4c(cc3c2=O)OCO4)CC1	10	1	0%	8%	2%	4	-13	2%	-6%	u
O=C(Nc1ccc(F)cc1F)Nc1csc2ccccc12	2	-8	-2%	u	-6%	-27	-18	4%	1%	0%
O=S(=O)(c1ccc(F)cc1)N1CCC2(CC1)OCCN2S(=O)(=O)c1cccs1	-8	x	x	8%	-8%	-10	3	4%	-5%	x
CN(/N=C/c1cc([N+](=O)[O-])ccc1O)c1ccccc1	3	1	x	u	1%	-13	5	2%	0%[46.1 µM]	12%
CCN(CC)CCn1c(C)nc2c(sc3nc4c(cc32)COC(C)(C)C4)c1=O	-1	0	0%	-4%	-8%	2	1	-6%	-14%	-20%
Oc1ccc(Cl)cc1CNCc1ccc(Cl)cc1	5	x	x	u	0%	-10	2	27%	-2%	x
O=C(/C=C/c1cccc([N+](=O)[O-])c1)N1CCN(C(=O)c2ccco2)CC1	4	5	x	u	6%	-2	39[activator]	-1%	-1%[46.1 µM]	4%
COc1ccccc1CNC(=O)c1oc2ccc(S(=O)(=O)N3CCOCC3)cc2c1C	3	1	5%	-3%	-5%	-8	-1	-2%	1%	-2%
COc1ccccc1OCCn1c(CO)nc2ccccc21	46	0	4%	-8%	-2%	1	19	6%	-4%	-18%
COc1ccccc1C1C2=C(COC2=O)Nc2cc3c(cc21)OCO3 (stereo not given)	-4	0	0%	u	-4%	2	8	-5%	8%	u
CCn1c(COc2c(C)cccc2C)nnc1SCc1nc2ccccc2c(=O)[nH]1	0	-2	-2%	5%	-1%	-11	-18	-2%	10%	-5%

Record cards, from the list above.
Listed for Oc1ccc(Cl)cc1CNCc1ccc(Cl)cc1 : KCNH2 WT inh: 5; FBPA coupling cs: x; GALK inhibitor: x; Chronic BCR inh: u; Tb PFK inh: 0%; TSHR antag: -10; Giardia kill: 2; AT treatment: 27%; TCR activator: -2%; CXXC DNA block: x
Listed for COCCNC(=S)N=Nc1c(O)[nH]c2c(C)cc(C)cc12 : KCNH2 WT inh: 2; FBPA coupling cs: 1; GALK inhibitor: -1%; Chronic BCR inh: 12%; Tb PFK inh: 5%; TSHR antag: -4; Giardia kill: -12; AT treatment: -1%; TCR activator: 8%; CXXC DNA block: 4%

The results go on.
Molecule	KCNH2 WT inh	FBPA coupling cs	GALK inhibitor	Chronic BCR inh	Tb PFK inh	TSHR antag	Giardia kill	AT treatment	TCR activator	CXXC DNA block
COc1cccc(C(=O)Nc2ccc(NC(C)=O)cn2)c1	-15	-7	0%	u	-4%	-4	3	-1%	0%[46.1 µM]	1%
Cc1nnc(NC(=O)c2ccccc2NC(=O)c2ccccc2)s1	4	5	4%	u	0%	-11	10	6%	3%	-18%
Cc1ccc(CNC(=O)COC(=O)c2ccc(S(=O)(=O)N3CCCC3)cc2)cc1	-2	1	-1%	13%	0%	6	-7	1%	-1%	9%
Cn1c(=O)[nH]c(=O)c2c1nc(N1CCCC1)n2CCSc1nc2ccccc2[nH]1	x	3	0%	0%	1%	4	x	2%	x	2%
Cc1c(C(=O)Nc2nc3ccccc3[nH]2)oc2ccccc12	4	-1	-2%	u	0%	2	-9	-7%	0%[46.1 µM]	23%
CCCc1cc(=O)oc2cc(OCC(=O)NCC3CCC(C(=O)O)CC3)ccc12 (stereo not given)	-2	2	x	-1%	1%	19	26	-10%	-9%	10%
COC(=O)c1ccc(Cl)c(NC(=O)CN2CCOCC2)c1	-7	0	1%	-1%	0%	5	-11	-4%	-1%	-1%
CN(C(=O)COC(=O)c1cccnc1Cl)C1CCCCC1	-2	x	x	2%	7%	19	5	-4%	1%	x
CCC/C(=N/NC(=O)c1cccc(Cl)c1)c1ccccc1	-12	1	1%	u	-1%	18	-15	3%	3%[46.1 µM]	-2%

By substructure, those above with a nitro group on carbon.
Molecule	KCNH2 WT inh	FBPA coupling cs	GALK inhibitor	Chronic BCR inh	Tb PFK inh	TSHR antag	Giardia kill	AT treatment	TCR activator	CXXC DNA block
CN(/N=C/c1cc([N+](=O)[O-])ccc1O)c1ccccc1	3	1	x	u	1%	-13	5	2%	0%[46.1 µM]	12%
O=C(/C=C/c1cccc([N+](=O)[O-])c1)N1CCN(C(=O)c2ccco2)CC1	4	5	x	u	6%	-2	39[activator]	-1%	-1%[46.1 µM]	4%

Assay outcomes from PubChem BioAssay.
